HTRA1 inh – HTRA1 serine protease inhibitors, primary screen, biochemical, fluorescence polarization, HTS. Q92743. recombinant HTRA1, FP-rhodamine activity-based probe. 0.5% of 340,000 active. inhibition, % at 5.96 µM; in the data active = inhibition above about 36%;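 note: 0% = enzyme with DMSO and 100% = wells lacking enzyme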
SIAE primary – human SIAE inhibitors, primary screen, biochemical, fluorescence polarization, FP-Rh probe, 1536-well HTS; Sialate O-acetylesterase (Homo sapiens), Q9HAT2; SIAE FP-Rh probe binding; inhibition, % at 9.66 µM; 0.69% of 370,000 active; AID 1053197, 2014;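 active = inhibition above a cutoff: mean of compounds within the control limits plus 3 SD of those, cut at about 17% in these data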;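 note: 0% = plate median of compound wells and 100% = probe without SIAE protein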
LEDGF integ inh – blockers of LEDGF/p75-dependent integrase strand transfer – biochemical, TR-FRET, high throughput, primary screen; HIV-1 integrase (with human LEDGF/p75); TR-FRET IN-LEDGF/p75 DNA integration, Eu/Cy5; inhibition, % at 3.7 µM; 0.64% of 370,000 active;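 active = inhibition above the screen-wide mean plus 3 SD, cut at about 13% in these data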;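 note: signal is the Cy5 over europium emission ratio at 671 and 618 nm; 0% = plate median of compound wells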
PRMT1 inh – PRMT1 methyltransferase inhibitors, primary screen, biochemical, fluorescence polarization; Protein arginine N-methyltransferase 1 (Homo sapiens), Q99873; recombinant PRMT1, activity-based probe fluorescence polarization; inhibition, % at 2.79 µM; 1.3% of 370,000 active; AID 652257, 2013;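 active = inhibition above about 21% made by adding two undisclosed values, limit read from the data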
Target sequence (Q99873 whole entry, looked up): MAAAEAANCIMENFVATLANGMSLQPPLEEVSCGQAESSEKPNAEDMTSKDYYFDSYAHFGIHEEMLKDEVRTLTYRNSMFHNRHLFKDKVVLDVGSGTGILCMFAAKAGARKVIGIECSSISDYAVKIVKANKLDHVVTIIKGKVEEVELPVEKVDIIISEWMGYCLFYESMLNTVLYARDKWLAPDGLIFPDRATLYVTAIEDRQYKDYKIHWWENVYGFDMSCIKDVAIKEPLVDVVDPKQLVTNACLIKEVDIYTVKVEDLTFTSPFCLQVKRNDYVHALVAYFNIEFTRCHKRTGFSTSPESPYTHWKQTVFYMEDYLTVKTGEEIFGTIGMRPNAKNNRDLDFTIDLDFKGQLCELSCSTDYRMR
Tn7 DDE FP – inhibitors of Tn7 peptide binding to fibrin DD(E), primary screen, biochemical, fluorescence polarization, human fibrin, Tn7 probe. AID 720508, 2013. 0.13% of 370,000 active. FP displacement of FITC-Tn7 peptide from fibrin DD(E); 0% = median of compound wells per plate. Fibrinogen beta chain (Homo sapiens), P02675. inhibition, % at 8.3 µM;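 active = inhibition above the mean of compounds falling within the control limits plus 3 SD of them, cut at about 14% in these data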;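 note: 0% = plate median of compound wells and 100% = 10 µM Aha-Tn7 peptide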
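Measure: % inhibition scaled between sample-field median and high-control FP; Test system: human fibrin DD(E); Quantity: 2 µM final DD(E) protein; Doses: one dose, 8.3 µM nominal; Schedule: compound with protein 10 min, then 3 h after probe, room temperature; Detection: fluorescence polarization; Medium: Tris buffer with calcium and detergent, pH 7.8.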
UHRF1 binding – UHRF1 methylated DNA binding inhibitors, primary screen, counter-screen for MBD2 inhibitor project, biochemical, TR-FRET, human UHRF1, single concentration; inhibition, % at 4.4 µM; 0.75% of 370,000 active; E3 ubiquitin-protein ligase UHRF1 (Homo sapiens), Q96T88; UHRF1 binding to methylated oligo; in the data active = inhibition above about 21%;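 note: UHRF1 SRA domain binding a hemimethylated CpG hairpin DNA probe; 0% = median of test compound wells and 100% = reference inhibitor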
mABHD4 FP – ABHD4 inhibitors, primary screen, biochemical, fluorescence polarization, mouse. (Lyso)-N-acylphosphatidylethanolamine lipase (Mus musculus), Q8VD66. purified mABHD4, FP-Rh probe fluorescence polarization. inhibition, % at 8.92 µM. 0.54% of 370,000 active. AID 720543, 2013;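 active = inhibition exceeding the mean over every tested compound plus 3 SD, cut at about 30% in these data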;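 note: 0% = plate median of compound wells and 100% = S159A mutant with DMSO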
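Assay system: Wild-type mouse ABHD4 protein | Medium: HEPES pH 7.0 buffer, 150 mM NaCl, 0.01% Pluronic F-127 | Incubation: Enzyme–compound pre-incubation 45 min, then probe 60 min, both 25 °C | Technique: Fluorescence polarization with parallel and perpendicular emission, 525/598 nm | Evaluation: % inhibition of FP-Rh probe binding versus controls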
PG9 binder – binders of HIV-1 gp120 antibody PG9, primary screen, biochemical, TR-FRET; AID 624416, 2012; TR-FRET gp120-PG9 antibody binding; 0.43% of 360,000 active; inhibition, % at 6.7 µM; in the data active = inhibition above about 8.5%
TCR CD3 inh – inhibitors of human TCR-CD3 interaction, primary screen, biochemical, fluorescence, TAMRA-labeled TCR probe | 0.37% of 360,000 active | AID 651800, 2012 | inhibition, % at 9.4 µM | T-cell receptor (TCR); in the data active = inhibition above about 19%;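 note: recombinant mutant TCR 2C K166C tagged with TAMRA read by polarization; 0% = receptor in buffer alone and 100% = receptor with positive control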
TDP2 absorb – human TDP2 enzyme inhibitors, primary screen, biochemical, epi absorbance, recombinant enzyme; T5PNP hydrolysis, p-nitrophenol absorbance 415 nm; inhibition, % at 12.8 µM; Tyrosyl-DNA phosphodiesterase 2 (Homo sapiens), O95551; 0.34% of 370,000 active; AID 720702, 2013;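 active = inhibition above the mean of all tested compounds plus 3 SD, set per campaign, cut at about 25% in these data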;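 note: 0% = DMSO with enzyme and 100% = buffer with substrate but no TDP2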
Target sequence (O95551 whole entry, looked up): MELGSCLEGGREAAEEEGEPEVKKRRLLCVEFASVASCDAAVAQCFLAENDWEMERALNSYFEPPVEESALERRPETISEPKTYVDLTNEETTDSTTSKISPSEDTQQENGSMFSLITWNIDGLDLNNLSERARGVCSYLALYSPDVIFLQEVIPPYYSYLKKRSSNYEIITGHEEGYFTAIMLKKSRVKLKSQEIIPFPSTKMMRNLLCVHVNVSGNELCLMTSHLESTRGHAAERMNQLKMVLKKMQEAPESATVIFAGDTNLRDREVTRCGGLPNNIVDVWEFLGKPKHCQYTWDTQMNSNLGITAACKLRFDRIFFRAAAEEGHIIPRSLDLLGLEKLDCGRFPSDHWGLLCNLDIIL
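Assay system: recombinant human TDP2 / Reagent: T5PNP substrate at 5 mM, a TopII-DNA adduct mimic / Measured by: epi absorbance from released p-nitrophenol / Evaluation: % inhibition relative to enzyme-containing and enzyme-free wells / Control set: enzyme-free and DMSO wells / Replicates: each compound tested once, singlicate / Schedule: enzyme reaction with compound for 2 h at 37 °C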
Active calls of the source: *.

How did CCCC1CCC2(CC1)CCC2OC(=O)Nc1ccc2c(c1)OCO2 (stereo not given) do in these assays?
SIAE primary: 0; LEDGF integ inh: 0; PRMT1 inh: 2; Tn7 DDE FP: -7; UHRF1 binding: -1; mABHD4 FP: -7; TDP2 absorb: -2

What do the screens show for `COc1ccc(-c2[nH]ncc2CN2CCC(C(=O)N3CCOCC3)CC2)c(F)c1`?
HTRA1 inh: -3; SIAE primary: 7; LEDGF integ inh: -7; PRMT1 inh: 1; Tn7 DDE FP: 3; UHRF1 binding: -1; mABHD4 FP: 1; PG9 binder: -0.2; TCR CD3 inh: -7; TDP2 absorb: -10

Results for N#Cc1nc(-c2ccco2)oc1NCCCn1ccnc1 ?
HTRA1 inh: -1; SIAE primary: 7; LEDGF integ inh: 0; PRMT1 inh: 0; Tn7 DDE FP: -7; UHRF1 binding: -1; mABHD4 FP: 6; PG9 binder: -0.1; TCR CD3 inh: 0; TDP2 absorb: 10

What do the screens show for `CCOc1ccc(N(C(=O)C2CCCO2)C2C=CS(=O)(=O)C2)cc1` (stereo not given)?
HTRA1 inh: 5; SIAE primary: -13; LEDGF integ inh: -3; PRMT1 inh: 8; Tn7 DDE FP: 3; UHRF1 binding: 5; mABHD4 FP: -6; PG9 binder: -1.6; TCR CD3 inh: -3; TDP2 absorb: -22

Results for CC(=O)C1=C(O)C(=CC=Cc2ccccc2)OC1=O ?
HTRA1 inh: -3; SIAE primary: -1; LEDGF integ inh: -1; PRMT1 inh: 17; Tn7 DDE FP: -3; UHRF1 binding: 0; mABHD4 FP: 18; PG9 binder: -2.0; TCR CD3 inh: -2; TDP2 absorb: 8

How did Cc1onc(-c2ccccc2)c1C(=O)N/N=C(\N)COc1ccc(Cl)cc1 do in these assays?
HTRA1 inh: 11; SIAE primary: 5; LEDGF integ inh: -1; PRMT1 inh: 0; Tn7 DDE FP: -11; UHRF1 binding: -1; mABHD4 FP: 6; PG9 binder: 0.3; TCR CD3 inh: -3; TDP2 absorb: -7

Results for O=C(NCCc1ccc(O)c(Br)c1)c1ccc(Br)o1 ?
SIAE primary: -2; LEDGF integ inh: 4; PRMT1 inh: 8; Tn7 DDE FP: -1; UHRF1 binding: 1; mABHD4 FP: -2; PG9 binder: -0.1; TCR CD3 inh: 5; TDP2 absorb: 9

What do the screens show for `COc1ccc(CC(=O)NNS(=O)(=O)c2ccccc2[N+](=O)[O-])cc1`?
HTRA1 inh: 10; SIAE primary: -5; LEDGF integ inh: -3; PRMT1 inh: -1; Tn7 DDE FP: -4; UHRF1 binding: 1; mABHD4 FP: 3; PG9 binder: -0.2; TCR CD3 inh: 5; TDP2 absorb: 6

Results for CC(CN1CCCCC1)OC(=O)C1c2ccccc2Oc2ccccc21 (stereo not given) ?
HTRA1 inh: 1; SIAE primary: 0; LEDGF integ inh: 8; PRMT1 inh: 0; Tn7 DDE FP: 3; UHRF1 binding: 5; mABHD4 FP: -10; PG9 binder: -3.8; TCR CD3 inh: -4; TDP2 absorb: 0

How did CCN(c1ccccc1)S(=O)(=O)c1ccc(NCC2COc3ccccc3O2)nc1 (stereo not given) do in these assays?
HTRA1 inh: -29; SIAE primary: -5; LEDGF integ inh: 2; PRMT1 inh: 0; Tn7 DDE FP: 2; UHRF1 binding: -2; mABHD4 FP: -10; PG9 binder: 0.9; TCR CD3 inh: 0; TDP2 absorb: 4

Results for Cc1nc2ccc(Br)cc2c2c1CC(CO)O2 (stereo not given) ?
HTRA1 inh: -4; SIAE primary: 1; LEDGF integ inh: 6; PRMT1 inh: -5; Tn7 DDE FP: -2; UHRF1 binding: -2; mABHD4 FP: -3; PG9 binder: 3.5; TCR CD3 inh: 6; TDP2 absorb: -4

How did C#CCOCCOCCOCCNc1nc(N2CCOCC2)nc(N2CCN(C(=O)[C@H](CCC(=O)O)n3cc(C(N)CC(C)C)nn3)CC2)n1 (stereo not given in full) do in these assays?
SIAE primary: -6; LEDGF integ inh: -4; PRMT1 inh: 10; Tn7 DDE FP: 8; UHRF1 binding: 8; mABHD4 FP: -14; TDP2 absorb: 1

What do the screens show for `COc1ccc2c(c1)[nH]c1c(=O)n(CCc3cnc[nH]3)cnc12`?
HTRA1 inh: 4; SIAE primary: 7; LEDGF integ inh: -2; PRMT1 inh: 2; Tn7 DDE FP: 7; UHRF1 binding: 0; mABHD4 FP: 0; PG9 binder: -0.4; TCR CD3 inh: -5; TDP2 absorb: -3

What do the screens show for `COc1ccc(-c2nc3n(c2C)Cc2ccccc2-3)cc1`?
HTRA1 inh: 4; SIAE primary: 6; LEDGF integ inh: -4; PRMT1 inh: 2; Tn7 DDE FP: -4; UHRF1 binding: -4; mABHD4 FP: 5; PG9 binder: -3.4; TCR CD3 inh: -4; TDP2 absorb: 4

What do the screens show for `CCOc1ccc(CCNC(=O)CCNC(=O)c2ccc(Br)cc2)cc1OCC`?
HTRA1 inh: -2; SIAE primary: 4; LEDGF integ inh: 0; PRMT1 inh: 0; Tn7 DDE FP: -3; UHRF1 binding: 4; mABHD4 FP: 0; PG9 binder: -2.2; TCR CD3 inh: -5; TDP2 absorb: -2

Sorted by SMILES length (highest first): some entries from above
How did Cc1onc(-c2ccccc2)c1C(=O)N/N=C(\N)COc1ccc(Cl)cc1 do in these assays?
HTRA1 inh: 11; SIAE primary: 5; LEDGF integ inh: -1; PRMT1 inh: 0; Tn7 DDE FP: -11; UHRF1 binding: -1; mABHD4 FP: 6; PG9 binder: 0.3; TCR CD3 inh: -3; TDP2 absorb: -7

What do the screens show for `CCOc1ccc(CCNC(=O)CCNC(=O)c2ccc(Br)cc2)cc1OCC`?
HTRA1 inh: -2; SIAE primary: 4; LEDGF integ inh: 0; PRMT1 inh: 0; Tn7 DDE FP: -3; UHRF1 binding: 4; mABHD4 FP: 0; PG9 binder: -2.2; TCR CD3 inh: -5; TDP2 absorb: -2

What do the screens show for `COc1ccc(-c2nc3n(c2C)Cc2ccccc2-3)cc1`?
HTRA1 inh: 4; SIAE primary: 6; LEDGF integ inh: -4; PRMT1 inh: 2; Tn7 DDE FP: -4; UHRF1 binding: -4; mABHD4 FP: 5; PG9 binder: -3.4; TCR CD3 inh: -4; TDP2 absorb: 4

Results for Cc1nc2ccc(Br)cc2c2c1CC(CO)O2 (stereo not given) ?
HTRA1 inh: -4; SIAE primary: 1; LEDGF integ inh: 6; PRMT1 inh: -5; Tn7 DDE FP: -2; UHRF1 binding: -2; mABHD4 FP: -3; PG9 binder: 3.5; TCR CD3 inh: 6; TDP2 absorb: -4

New compounds follow
What do the screens show for `N#Cc1c(NCc2ccccc2)ccnc1Cl`?
HTRA1 inh: 4; SIAE primary: -6; LEDGF integ inh: 2; PRMT1 inh: 4; Tn7 DDE FP: 5; UHRF1 binding: 4; mABHD4 FP: -2; PG9 binder: -2.2; TCR CD3 inh: 2; TDP2 absorb: 4

How did Cc1ccc(S(=O)(=O)c2c(CO)c(-c3ccccc3)nn2C)cc1 do in these assays?
HTRA1 inh: -7; SIAE primary: 8; LEDGF integ inh: -1; PRMT1 inh: 1; Tn7 DDE FP: -2; UHRF1 binding: -2; mABHD4 FP: -4; PG9 binder: -0.3; TCR CD3 inh: 1; TDP2 absorb: 4

Results for CC(C)(C)OC(=O)N[C@H]1C=C[C@@H](OC(=O)CC(=O)OCC(F)(F)F)C1 ?
HTRA1 inh: 9; SIAE primary: -1; LEDGF integ inh: 2; PRMT1 inh: -1; Tn7 DDE FP: -9; UHRF1 binding: -3; mABHD4 FP: 8; PG9 binder: -2.8; TCR CD3 inh: 5; TDP2 absorb: -6

Results for COc1ccc(NC(=O)CSc2ccc3nnc(-c4ccccn4)n3n2)c(OC)c1 ?
HTRA1 inh: 3; SIAE primary: 0; LEDGF integ inh: 6; PRMT1 inh: -6; Tn7 DDE FP: -3; UHRF1 binding: -3; mABHD4 FP: 6; PG9 binder: -4.0; TCR CD3 inh: 3; TDP2 absorb: 7

How did COc1ccc(NC(=O)C(C)Oc2ccc(/C(C)=N\O)cc2)cc1 (stereo not given) do in these assays?
HTRA1 inh: 2; SIAE primary: 1; LEDGF integ inh: 1; PRMT1 inh: 4; Tn7 DDE FP: 0; UHRF1 binding: 0; mABHD4 FP: -7; PG9 binder: 1.1; TCR CD3 inh: -4; TDP2 absorb: -2

What do the screens show for `O=C(NCc1ccco1)c1ccc(OCC2CCCO2)cc1` (stereo not given)?
HTRA1 inh: 2; SIAE primary: -1; LEDGF integ inh: -1; PRMT1 inh: 2; Tn7 DDE FP: 1; UHRF1 binding: 0; mABHD4 FP: 3; PG9 binder: -1.9; TCR CD3 inh: 2; TDP2 absorb: 12

How did CCOC(=O)/C(=N/Nc1ccccc1)Sc1nnnn1-c1ccc(C)cc1 do in these assays?
HTRA1 inh: -2; SIAE primary: 6; LEDGF integ inh: -2; PRMT1 inh: 6; Tn7 DDE FP: 2; UHRF1 binding: 1; mABHD4 FP: 11; PG9 binder: -0.2; TCR CD3 inh: -2; TDP2 absorb: 2

Results for CC(C)(O)C(=O)NNC(=S)Nc1ccc(F)c(Cl)c1 ?
HTRA1 inh: 9; SIAE primary: 0; LEDGF integ inh: -2; PRMT1 inh: 4; Tn7 DDE FP: 7; UHRF1 binding: 2; mABHD4 FP: 7; PG9 binder: 0.3; TCR CD3 inh: -1; TDP2 absorb: -6
